LDHA inh: LDHA (human) enzyme inhibition; P00338; purified LDHA, NADH/diaphorase-resazurin fluorescence; hits give low values; activity change, % (values are at about 110 or 230 µM); actives 0.15% (n = 480,000); in the data active = activity change below about -30%; inconclusive = mostly about -25% to -30%;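 note: plate controls were DMSO wells for no effect and wells without enzyme for full effect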
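Human LDH5 (2 nM) was incubated with 0.06 mM NADH and 0.2 mM pyruvate for 5 min at room temperature in Tris pH 7.4. Remaining NADH was coupled through diaphorase/resazurin, and resorufin fluorescence was read at 0 and 20 min.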
* = called active by the depositor; ? = inconclusive.

| item | structure | LDHA inh |
| --- | --- | --- |
| 1 | Cc1ccc(CNC(=O)c2nc(S(=O)(=O)Cc3ccccc3C)ncc2Cl)cc1 | 2 |
| 2 | CCCCn1c(=O)[nH]c(=O)c2c1nc(COC(=O)c1ccccc1)n2CCC(C)C | 6 |
| 3 | CCOc1ccc(N/C=C/C(=O)c2cc(C)ccc2C)cc1 | 5 |
| 4 | COC(=O)C1=C(c2ccccc2)c2ccccc2S(=O)(=O)N1CC(=O)Nc1ccccc1 | 6 |
| 5 | CCCCNc1nc2c(c(=O)n(C)c(=O)n2C)n1Cc1ccccc1Cl | ? |
| 6 | CCC(C)NC(=O)NCc1ccccc1 (configuration not stated) | -4 |
| 7 | C=CCOc1cccc(/C=C(\C#N)c2nc3ccccc3[nH]2)c1 | 7 |
| 8 | Cc1cc(C)c(NC(=O)CSc2nnc(C)n2C)c(Cl)c1 | -5 |
| 9 | CC/C(C)=N/NC(=O)c1ccc(C(C)(C)C)cc1 | 7 |
| 10 | N#Cc1ccccc1-c1ccc(COc2ccccc2C(N)=O)cc1 | 4 |
| 11 | S=C(NC1CCCCC1)NC12CC3CC(CC(C3)C1)C2 | -15 |
| 12 | CCCC[N+](C)(CC#Cc1ccc(C#CC[N+](C)(CCCC)CCCC)cc1)CCCC | -15 |
| 13 | Cc1ccccc1NC(=O)CCS(=O)(=O)c1ccc2c(c1)NC(=O)CS2 | -5 |
| 14 | Cc1ccc(C)c(NC(=O)NC(=O)C(F)(F)F)c1 | 8 |
| 15 | COC(=O)CNCc1cccc(F)c1 | 4 |
| 16 | CCN(CC(=O)N1c2ccccc2SCC1c1ccccc1)Cc1nc2ccccc2c(=O)[nH]1 (configuration not stated) | 6 |
| 17 | CCOc1ccccc1C(=O)NC1(C(F)(F)F)C(=O)Nc2c1c(=O)[nH]c(=O)n2Cc1ccccc1 (configuration not stated) | -3 |
| 18 | CCCn1nc(C(=O)OCC(=O)NCc2ccco2)c2ccccc2c1=O | -10 |
| 19 | Fc1ccc(F)c(-c2cn3nc(C45CC6CC(CC(C6)C4)C5)sc3n2)c1 | -2 |
| 20 | Cc1ccc(NC(=O)C(c2ccccc2)N2CCN(C(=O)C3CC3)CC2)cc1Cl (configuration not stated) | -11 |
| 21 | CO/N=C/c1ccc(C(=O)Oc2ccc(Cl)cc2C)cc1 | -22 |
| 22 | O=C(Nc1cccc(S(=O)(=O)N2CCCC2)c1)C1CC(=O)N(C2CCCC2)C1 (configuration not stated) | 2 |
| 23 | CCNC(=O)C(C)Sc1nnc(-c2cccs2)n1C1CC1 (configuration not stated) | 1 |
| 24 | CC(=O)NNC(=S)Nc1ccc(Br)cc1 | 1 |
| 25 | O=C(Nc1ccc(Cl)c(C(F)(F)F)c1)c1ccccc1Cl | 1 |
| 26 | CCOc1cc(OCC)c(/C=C2\NC(=O)NC2=O)cc1Br | -10 |
| 27 | Cc1cc(-n2c(SCC(=O)NC(C)(C)C)nc3ccsc3c2=O)ccc1F | -12 |
| 28 | CC(OC(=O)c1ccc(F)c(S(=O)(=O)N2CCCCC2)c1)C(=O)N1CCc2ccccc21 (configuration not stated) | -18 |
| 29 | CCN(C(=O)COC(=O)c1cc2ccccc2[nH]1)C1CCCCC1 | -4 |
| 30 | CCOc1ccc(N2CC(C(=O)Nc3ncn[nH]3)CC2=O)cc1 (configuration not stated) | 11 |
| 31 | CCCn1c(C)cc(C(=O)CSc2nnc(COc3ccccc3Cl)n2C)c1C | 5 |
| 32 | CCCCc1c(-c2ccccc2OC)ncn1CCc1ccccc1 | 0 |
| 33 | Cc1ccc2cccc(NC(=O)c3ccc(C)c(C)c3)c2n1 | 2 |
| 34 | O=C(c1ccco1)N1CCN(C(=O)c2cc(=O)c3cc(Cl)ccc3o2)CC1 | 2 |
| 35 | O=C(NCc1ccccn1)c1cc(C(F)(F)F)cc(C(F)(F)F)c1 | 0 |
| 36 | CCC(C)NC(=S)N(C)N (configuration not stated) | 8 |
| 37 | CCOC(=O)CSC(=S)N(C)C | 3 |
| 38 | Cc1nc(CN2C(=O)COc3ccc(S(=O)(=O)NCc4ccccc4)cc32)no1 | -1 |
| 39 | COc1ccc(C(=O)NC2=C(C)Nc3ncnn3C2c2c[nH]c3ccccc23)c(OC)c1 (configuration not stated) | -14 |
| 40 | COc1cc(/C=C(/C#N)c2ccccn2)cc(OC)c1OC(F)F | 4 |
| 41 | Cc1nc2cc(NC(=O)COc3ccc(Br)cc3)ccc2o1 | 3 |
| 42 | C[C@H]1COc2cc(N3CCSCC3)ccc2S(=O)(=O)N1 | 0 |
| 43 | CSc1nc2c(c(=O)n(C)c(=O)n2C)n1Cc1cccc2ccccc12 | 5 |
| 44 | O=[N+]([O-])c1cccc(N=Cc2ccc(C#Cc3ccccc3)cc2)c1 | 0 |
| 45 | O=C(O)c1ccc(SC(F)(F)F)cc1 | 0 |
| 46 | CNc1c(NS(=O)(=O)c2c(C)noc2C)c(=O)oc2ccccc12 | -7 |
| 47 | O=C(O)c1ccc(F)cc1I | -6 |
| 48 | O=C1C=C(c2ccccc2)C/C1=C\c1ccccc1 | 11 |
| 49 | Cc1cccc(C(=O)NNC(=S)NC(=O)/C=C/c2ccccc2)c1 | -20 |
| 50 | Cc1cccc(N2CCN(C(=O)c3cc4ccc(F)cc4nc3C)CC2)c1 | 7 |
| 51 | Cc1cc2c(s1)c1cnn(Cc3c(Cl)cccc3Cl)c(=O)c1n2C | -2 |
| 52 | COc1cccc(-c2c(NC(=O)c3cccs3)oc3ccccc3c2=O)c1 | 0 |
| 53 | Cc1sc2ncn(CC(=O)NCc3ccc(CN4CCC(C)CC4)cc3)c(=O)c2c1C | -9 |
| 54 | CC(=O)c1c(C)[nH]c(C(=O)C(C)OC(=O)c2ccc(F)c(F)c2)c1C (configuration not stated) | -14 |
| 55 | CCOC(=O)C1C(=O)C=C(c2ccccc2)CC1c1ccc(Br)cc1 (configuration not stated) | 1 |
| 56 | CC(=O)c1cc(F)ccc1Oc1nc(C)nc2sc3c(c12)CCC3 | 8 |
| 57 | Cc1nc2ncnn2c(C)c1CCC(=O)Nc1cccc(S(=O)(=O)N2CCCC2)c1 | 6 |
| 58 | COc1ccc(C(C)=O)cc1-c1ccccc1 | -3 |
| 59 | CC(C)(C)C(=O)/C=c1/[nH]c(=O)/c(=C/c2cccc3ccccc23)s1 | -2 |
| 60 | O=C(COc1cccc(-n2cnnn2)c1)Nc1ccccc1Sc1ccccc1 | 1 |

The results go on.
| item | structure | LDHA inh |
| --- | --- | --- |
| 61 | CCn1c(Cn2nnc(-c3cccc(F)c3)n2)nc2cc(S(=O)(=O)N3CCCCC3)ccc21 | -2 |
| 62 | O=C(NCCNC(=O)c1cc2ccccc2[nH]1)C(=O)NC1CC1 | ? |
| 63 | Cc1ccc(N(Cc2ccco2)C(=O)CCc2ncc(-c3c(F)cccc3F)o2)cc1 | -1 |
| 64 | COC(=O)c1cc(OC)c(Br)c(OC)c1 | -2 |
| 65 | CC(C)(C)C(=O)c1c(N)[nH]c(C(=O)c2ccccc2)c1-c1cc2ccccc2nc1Cl | 3 |
| 66 | COC(=O)c1cc(N2CCOCC2)ccc1N | -16 |
| 67 | O=[N+]([O-])c1cc(Cl)cc2cccnc12 | 29 |
| 68 | CCCn1c(NC(=O)CCc2nnc(-c3ccccc3)o2)nc2ccccc21 | -10 |
| 69 | O=C(NCc1cccnc1-n1cccn1)c1cccc(NC(=O)c2cccs2)c1 | -2 |
| 70 | CC(C)C[C@H]1CN(CCCC[C@@H]2CNC(=O)C(=O)N2CCc2ccccc2)C(=O)C(=O)N1Cc1ccccc1 | -3 |
| 71 | Cc1cc(C)c(C)c(OCC(=O)NCc2nc(-c3ccc(Cl)cc3)no2)c1 | -9 |
| 72 | Cc1ccc(S(=O)(=O)NCc2ccc(C(=O)N3CCN(c4cc(C)ccc4C)CC3)cc2)cc1 | 0 |
| 73 | N#Cc1ccccc1OCC(=O)c1ccc(NC(=O)c2ccccc2)cc1 | 12 |
| 74 | CC(=O)SC(CC(=O)c1ccccc1)c1ccccc1 (configuration not stated) | -1 |
| 75 | CC(C)c1nn2c(=O)cc(COC(=O)COc3ccccc3Cl)nc2s1 | -2 |
| 76 | COC(=O)c1ccc(Oc2c(C)oc3cc(OCc4ccccc4)ccc3c2=O)cc1 | 4 |
| 77 | Cc1nn(-c2ccc(Cl)nn2)c2c1C(c1ccc(OCC(N)=O)cc1)CC(=O)N2 (configuration not stated) | 3 |
| 78 | Nc1nc2c(s1)C(c1ccccc1Cl)CC(=O)N2 (configuration not stated) | 74 |
| 79 | Cc1ccc(CN(C)CC(=O)Nc2ccc(C(F)(F)F)cc2)cc1 | 5 |
| 80 | O=C(CCc1c[nH]c2ccccc12)Nc1ccc(F)c(Cl)c1 | 0 |

Carrying on.
cpd	molecule	LDHA inh
81	COc1cc(-c2noc(-c3ccc(S(=O)(=O)N4CCOCC4)o3)n2)ccc1OC(C)C	-2
82	NC(Cc1ccc(F)cc1)C(=O)O (configuration not stated)	1
83	Cc1cccc(NC(=O)CCn2cnc3c2c(=O)n(C)c(=O)n3C)c1C	2
84	Cc1oc2cc(OCCN3CCN(CCO)CC3)ccc2c(=O)c1-c1ccc(Cl)cc1	3
85	CC(C)CC(NC(=O)C1CC1)c1cccs1 (configuration not stated)	-1
86	Cc1ccccc1S(=O)(=O)N1C[C@@H]2C(C(=O)C[C@@H]3C(=O)N(C)C(=O)[C@@H]32)[C@@H]1c1ccc(Cl)cc1 (some centres not stated)	3
87	CC(C)Sc1ccc2ccccc2n1	2
88	O=C(NCC1CCCO1)c1cc(Cl)c2c(c1)OCCO2 (configuration not stated)	-4
89	COc1cccc(OC)c1C(=O)Nc1nnc(C(F)(F)F)s1	16
90	O=C(NCc1cccc(C(F)(F)F)c1)c1n[nH]c2c1CCCC2	9
91	Cc1cccc(C)c1OCCNC(=O)c1n[nH]c(=O)c2ccccc12	-2
92	O=C(NN=C(c1ccccc1)c1ccccc1)c1ccc[n+]([O-])c1	9
93	N#Cc1ccc(-c2csc(NC(=O)c3ccc(S(=O)(=O)N4CCCCCC4)cc3)n2)cc1	-3
94	O=C(O)c1ccc(-c2ccc(Cl)cc2)s1	-1
95	Fc1ccc(CNC(=S)NCc2ccccc2Br)cc1	9
96	O=C(Nc1ccc(N2CCC(c3ccccc3)C2)c(C(=O)O)c1)c1ccccc1 (configuration not stated)	-16
97	CSCc1ccc(C(=O)Nc2ccc(F)cc2)o1	-2
98	CCN1CCN(CCNC(=O)c2ccc3nc(-c4ccccc4)c(-c4ccccc4)nc3c2)CC1	2
99	CCOc1ccc(NC(=O)COc2ccc(OC)cc2)c2cccnc12	21
100	Cc1nnc(SCc2nc3ccccc3o2)n1-c1ccccc1	4
101	CCNc1nc(-c2sc(NC(=O)C(C)(C)C)nc2C)c(-n2cc(-c3ccccc3)nn2)s1	3
102	O=S1(=O)CC(N2CCN(CCO)CC2)CN1Cc1cn(Cc2cccc(Cl)c2)nn1 (configuration not stated)	6
103	COc1ccc(NC(=O)/C(C#N)=C/c2c[nH]c3ccccc23)c(OC)c1	-2
104	Cc1cc2nc(-c3cccc(Br)c3)c(Cc3ccsc3)n2c(C)c1Br	3
105	Cc1scc(C(=O)NCC2CCCCC2)c1C	-2
106	CCOC(=O)C1=C(Nc2ccccc2)O/C(=C\c2c(F)cccc2F)C1=O	-3
107	Cc1ccc(C)c(NC(=S)N/N=C/C2=CCC3CC2C3(C)C)c1 (configuration not stated)	1
108	CC(C)NS(=O)(=O)c1ccc(NC(=O)C2c3ccccc3Oc3ccccc32)cc1	2
109	NC(=O)CSc1n[nH]c2nc3c(c(=O)n12)C1(CCCCC1)Cc1ccccc1-3	10
110	CCOC(=O)N1CCN(C(=O)[C@H](C)NC(=O)c2cc3cc(OC)ccc3n2C)CC1	4
111	CC(C)C(=O)NCCNC(=O)c1ccc2ccccc2n1	3
112	CCCC1CCC(c2ccc(-c3ccc(OC(F)F)c(F)c3)cc2)CC1 (configuration not stated)	-1
113	Cc1cc(S(=O)(=O)Nc2ccc(F)cc2)ccc1OCC(=O)NCc1ccc2c(c1)OCO2	9
114	COCCCNC(=O)C[C@@H]1C[C@@]2(C(=O)OC)CCCCC=C2N(CCC2=CCCCC2)C1=O	-3
115	Cc1ccc(Nc2nc(CN3CCN(S(=O)(=O)c4ccccc4C(F)(F)F)CC3)cs2)cc1	3
116	O=S(=O)(Nc1nc2ccccc2nc1NCc1ccc(Cl)cc1)c1cccc2nsnc12	-1
117	CCOC(=O)c1c(C)[nH]c(C(=O)C(C)OC(=O)Cn2cc(C(F)(F)F)ccc2=O)c1C (configuration not stated)	4
118	CCN(CC)CCNc1nc2c(c(=O)[nH]c(=O)n2C)n1Cc1ccc(Cl)cc1	-2
119	CC(NC(=O)OCc1ccccc1)C(=O)NCC1CC1 (configuration not stated)	-11
120	N#C/C(=C/c1ccsc1)c1ccc(C(F)(F)F)cn1	-5
121	CC(C)=CC1C(C(=O)NCc2ccccc2OC(F)F)C1(C)C (configuration not stated)	2
122	COc1ccc(Nc2nc(-c3ccc(C)cc3C)cs2)cc1	4
123	CCc1ccc(N(Cc2cccs2)C(=O)c2ccccc2C)cc1	-2
124	O=S(CCc1ccncc1)Cc1ccc2c3c(cccc13)CC2 (configuration not stated)	28
125	COc1ccc(N2Cc3cccc(C(=O)NCc4ccc(F)cc4)c3C2=O)cc1	-1
126	O=C(Nc1cccc(CO)c1)c1cn(Cc2ccccc2)nc1-c1ccc(Cl)cc1	8
127	CC1(C)CC(=O)C2=C(C1)Nc1cc(C(=O)c3ccccc3)ccc1NC2c1ccc(O)cc1 (configuration not stated)	-6
128	CCOCCCNC(=O)c1cc(C2CC2)nc2ccccc12	-1
129	S=C(NCc1ccc(Cl)cc1)NCc1ccc(Cl)c(Cl)c1	-24
130	O=C(NCCCNC1CCCCC1)c1cc2ccccc2[nH]1	-3
131	O=C(O)CCNC(=O)c1cc(-c2ccccc2)nc2ccccc12	-9
132	O=S(=O)(c1ccc2c(c1)OCCO2)N1CCN(S(=O)(=O)c2cccc(Cl)c2F)CC1	-12
133	Cc1cc2nc(/C(C#N)=C/c3cccc(C(F)(F)F)c3)[nH]c2cc1C	3
134	CCCC(=O)Nc1ccc(S(=O)(=O)NCCn2nc(-c3ccccc3)ccc2=O)cc1	0

Screening results: PubChem, National Center for Advancing Translational Sciences (NCATS)

These rows are one share of the data (hit frequency here may not be typical).
